CHRM5 antagonist: blocks acetylcholine activation of human M5 receptor | CHO-hM5 cells, Fluo-8 calcium fluorescence, ACh EC80 | P08912 | actives 0.59% (n = 360,000) | inhibition, % at 3 µM | AID 624040;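 active = inhibition above a per-plate cutoff, the mean of that plate's test compounds plus 3 SD, cut at about 27% in these data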;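 also: 0% = acetylcholine EC80 with DMSO and 100% = DMSO without agonist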
CRFBP-R2 agonist: CRF-BP/CRF-R2 complex agonism | AID 588473 | actives 0.46% (n = 350,000) | HEK293 CRF-R2/CRF-BP, calcium dye fluorescence (FLIPR); percent of saturating CRF peptide response | activation, % at 13.2 µM;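 active = activation of at least 50%, plus an integration ratio under a set limit after plate pattern correction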;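 also: plate controls were neutral control wells without compound for no effect and CRF at EC100 for full effect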
CHRM4 agonist: agonists of human muscarinic M4 receptor (CHRM4); P08173; CHO-K1 hM4/Gqi5, Fluo-8 calcium fluorescence; vehicle 0%, full acetylcholine response 100%; actives 0.14% (n = 360,000); activation, % at 3 µM;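 active = activation above the run mean over all test wells plus 3 SD, cut at about 32% in these data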;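 also: peak over basal fluorescence ratio per well then scaled between controls; 0% = DMSO wells and 100% = acetylcholine at EC100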
IDE inh: inhibitors of human insulin-degrading enzyme in cells. AID 434962. inhibition, % at 5.59 µM. actives 0.41% (n = 320,000). HEK cells, FAbetaB cleavage, fluorescence polarization;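 active = percent inhibition above the average of all tested compounds plus 3 SD, set per screening campaign, cut at about 16% in these data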;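 also: IDE supplied by intact live HEK cells; FP after avidin binding of uncleaved biotin substrate so inhibition keeps polarization high; 0% = DMSO wells and 100% = 60 µM reference IDE inhibitor Ii1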
Target sequence (P14735 whole entry, looked up): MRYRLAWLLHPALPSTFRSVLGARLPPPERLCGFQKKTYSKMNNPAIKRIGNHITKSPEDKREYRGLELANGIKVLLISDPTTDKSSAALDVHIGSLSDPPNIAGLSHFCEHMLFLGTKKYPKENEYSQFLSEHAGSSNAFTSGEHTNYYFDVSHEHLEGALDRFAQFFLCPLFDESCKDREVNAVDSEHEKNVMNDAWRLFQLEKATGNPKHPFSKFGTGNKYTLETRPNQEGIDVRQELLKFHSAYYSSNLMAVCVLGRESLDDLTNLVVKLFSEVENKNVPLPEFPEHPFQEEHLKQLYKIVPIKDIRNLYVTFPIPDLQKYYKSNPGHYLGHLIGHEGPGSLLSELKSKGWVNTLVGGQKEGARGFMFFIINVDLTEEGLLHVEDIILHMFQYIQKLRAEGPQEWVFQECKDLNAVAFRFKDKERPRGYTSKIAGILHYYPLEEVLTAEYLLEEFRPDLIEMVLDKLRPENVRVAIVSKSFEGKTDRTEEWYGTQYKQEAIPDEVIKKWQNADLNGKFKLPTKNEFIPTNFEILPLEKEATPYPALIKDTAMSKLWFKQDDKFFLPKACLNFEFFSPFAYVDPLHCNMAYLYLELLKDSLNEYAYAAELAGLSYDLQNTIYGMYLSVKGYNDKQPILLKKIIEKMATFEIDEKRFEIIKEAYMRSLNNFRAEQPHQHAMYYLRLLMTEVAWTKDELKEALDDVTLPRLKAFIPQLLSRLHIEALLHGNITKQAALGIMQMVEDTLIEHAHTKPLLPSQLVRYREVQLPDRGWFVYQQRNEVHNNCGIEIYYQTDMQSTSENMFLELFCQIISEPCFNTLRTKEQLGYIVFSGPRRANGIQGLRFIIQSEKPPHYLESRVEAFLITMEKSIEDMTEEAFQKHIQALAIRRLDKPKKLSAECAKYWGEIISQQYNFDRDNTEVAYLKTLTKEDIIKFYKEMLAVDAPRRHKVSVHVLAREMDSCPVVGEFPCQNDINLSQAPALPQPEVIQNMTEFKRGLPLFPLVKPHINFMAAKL
CRFR2-BP antag: CRF-BP/CRF-R2 complex antagonism; actives 0.59% (n = 350,000); inhibition, % at 11.8 µM; AID 588475; HEK293 CRF-R2/CRF-BP, CRF-induced calcium fluorescence;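 active = inhibition of the ligand-induced calcium signal above about 50% at the single tested concentration, limit read from the data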
CHRM4 antagonist: CHRM4 antagonism in calcium assay; P08173; CHO-hM4 cells, ACh EC80, Fluo-8 calcium fluorescence; inhibition, % at 3 µM; actives 0.73% (n = 360,000); AID 624125;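 active = inhibition above its plate's cutoff, the mean inhibition of sample wells plus 3 SD, cut at about 27% in these data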;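 also: 0% = acetylcholine EC80 with DMSO and 100% = DMSO without agonist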
M5 PAM: CHRM5 positive allosteric modulation. CHO-K1 hM5, Fluo-8 calcium, ACh EC20 PAM; 0% = ACh EC20, 100% = ACh EC100. P08912. actives 0.3% (n = 360,000). activation, % at 3 µM;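 active = activation above the run cutoff, the mean activation of all test compounds plus 3 SD, cut at about 18% in these data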
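Assay system: CHO-K1 hM5 cells. Also added: acetylcholine at EC20 concentration, added after compound. Dosing: 3 µM, single dose. Times: compound preincubation 140 s before EC20 acetylcholine addition. Signal: Fluo-8 calcium fluorescence. Measure: % activation relative to EC20 and EC100 ACh responses. Repeats: singlicate, one well per test compound.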
M4 PAM: CHRM4 positive allosteric modulation; activation, % at 3 µM; actives 0.4% (n = 360,000); CHO-K1 hM4/Gqi5, Fluo-8 calcium fluorescence, ACh EC20; 0% = ACh EC20, 100% = maximal ACh;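 active = activation above its plate's cutoff, the mean activation of sample wells plus 3 SD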; also: some results filed as inactive read as strong as hits
CHRM5 agonist: CHRM5 agonism in calcium assay; CHO-K1 hM5 cells, Fluo-8 calcium fluorescence; 0% DMSO wells, 100% maximal acetylcholine response; activation, % at 3 µM; actives 0.19% (n = 360,000); AID 624037;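 active = activation above the run's mean over test compounds plus 3 SD, cut at about 23% in these data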;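 also: signal is peak over basal fluorescence ratio across the kinetic read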
Numbers without * were called inactive; / = not tested or not shown.

SMILES	CHRM5 antagonist	CRFBP-R2 agonist	CHRM4 agonist	IDE inh	CRFR2-BP antag	CHRM4 antagonist	M5 PAM	M4 PAM	CHRM5 agonist
Cc1ccc(S(=O)(=O)Nc2ccncc2)c(C)c1N(C)S(=O)(=O)c1ccc(F)cc1	-8	-3.6	0	5	17	0	5	1	-2
Cc1[nH]nc2c1C1(CCOC1C)C(C#N)=C(N)O2 (stereo unspecified)	2	-1.2	1	2	-4	-6	3	12	1
CNC(=O)C(=O)Nc1cc2c3c(c1)C(C)C(=O)N3CCC2 (stereo unspecified)	-15	-1.2	3	-1	5	-10	11	4	-1
Nc1ccccc1C(=O)NCC1(c2ccccc2)CCCC1	-7	-0.5	1	6	-7	2	6	2	2
C=C(C)COc1ccc2c(CC)cc(=O)oc2c1	21	-0.8	0	-5	-13	-3	-8	-1	-6
Cc1cccc(C)c1NS(=O)(=O)c1ccc2c(c1)NC(=O)CO2	-23	0.2	1	-3	-3	-8	19*	14	0
O=C1CCc2cc(S(=O)(=O)N3CCCC3C(=O)NC3CCCCCCC3)ccc2N1 (stereo unspecified)	7	1.2	5	0	-7	-5	-5	3	1
CCCN(CC(=O)Nc1ccccc1C)C(=O)C1CCN(c2ncnc3sc(C)c(C)c23)CC1	-1	-4.1	18	2	10	-6	-14	-10	-3
COc1ccc(Cl)cc1C(=O)N1CCN(c2ccccn2)CC1	3	-1.0	3	0	5	1	-2	0	-1
O=[N+]([O-])c1ccccc1CSc1ccccn1	10	-0.6	0	-7	5	-3	-8	1	-10
Cc1nnc(SCC(=O)Nc2ccccc2)n(N)c1=O	7	-0.4	1	2	2	-11	6	-5	0
O=C(CSc1nnc2c(n1)[nH]c1ccccc12)NCc1ccco1	6	-1.2	3	-6	13	-5	-1	6	-4

A different layout for part of the listing above.
smiles | CHRM5 antagonist | CRFBP-R2 agonist | CHRM4 agonist | IDE inh | CRFR2-BP antag | CHRM4 antagonist | M5 PAM | M4 PAM | CHRM5 agonist
Cc1[nH]nc2c1C1(CCOC1C)C(C#N)=C(N)O2 (stereo unspecified) | 2 | -1.2 | 1 | 2 | -4 | -6 | 3 | 12 | 1
O=C1CCc2cc(S(=O)(=O)N3CCCC3C(=O)NC3CCCCCCC3)ccc2N1 (stereo unspecified) | 7 | 1.2 | 5 | 0 | -7 | -5 | -5 | 3 | 1
C=C(C)COc1ccc2c(CC)cc(=O)oc2c1 | 21 | -0.8 | 0 | -5 | -13 | -3 | -8 | -1 | -6
CNC(=O)C(=O)Nc1cc2c3c(c1)C(C)C(=O)N3CCC2 (stereo unspecified) | -15 | -1.2 | 3 | -1 | 5 | -10 | 11 | 4 | -1
O=[N+]([O-])c1ccccc1CSc1ccccn1 | 10 | -0.6 | 0 | -7 | 5 | -3 | -8 | 1 | -10

(continued)
SMILES	CHRM5 antagonist	CRFBP-R2 agonist	CHRM4 agonist	IDE inh	CRFR2-BP antag	CHRM4 antagonist	M5 PAM	M4 PAM	CHRM5 agonist
O=C(CSc1nnc(-c2ccco2)c(-c2ccco2)n1)Nc1ccccc1	5	2.3	1	1	19	5	-1	-4	3
c1ccc2cc(-c3csnn3)ccc2c1	-5	-1.5	0	5	8	-8	5	0	-5
Cc1ccc(SCC(=O)OCC(=O)NC(C)c2ccc(Br)cc2)cc1 (stereo unspecified)	-16	0.5	1	4	5	-10	10	5	-3
CC(C)CCOc1ccc(C(=O)NCCC(=O)N2CCOCC2)cc1	-3	-0.2	2	7	5	-17	-3	0	2
CC(=O)Nc1cccc(-c2ccnc3c2CC(C(=O)NCc2ccc(N(C)C)cc2)O3)c1 (stereo unspecified)	-3	/	7	/	/	-8	-3	-5	4
CCOC(=O)COc1cccc2c(=O)n(CC(=O)N3CCCc4ccccc43)ccc12	-1	3.1	5	-5	-13	-8	-3	-1	0
C#CCOCCOCCOCCNc1nc(N2CCN(C(=O)[C@H]([C@@H](C)CC)n3cc(CCC(=O)O)nn3)CC2)nc(N2CCN(C(=O)[C@H](C)n3cc(CCCN=C(N)N)nn3)CC2)n1	18	-2.9	1	-2	5	5	-3	-2	0
CCC(C(=O)NC1CCCC1)n1c(-c2ccnc3ccccc23)nc2ccccc21 (stereo unspecified)	7	/	3	/	/	-3	-2	6	1
CC1(C)Cc2c(c(N3CCOCC3)nc3sc4c(NCc5ccccc5)nnnc4c23)CS1	2	-1.4	0	-2	-1	-1	0	2	1
Cc1cc2c(OCC(O)CNC3CCCCC3)cccc2[nH]1 (stereo unspecified)	1	0.4	4	4	-4	-6	0	15	-4
NC(=O)c1ccc[n+](CC(=O)OCCC23CC4CC(CC(C4)C2)C3)c1	7	-1.1	0	4	27	7	-2	-8	-2
CCOc1cc(C=O)ccc1OCC(=O)NC(C)(C)C	-1	-0.2	5	2	10	-6	1	-5	-2
Cc1nc(C)c(-c2ccc(SCc3ccccc3C)nn2)s1	8	0.1	-2	8	-1	-7	-4	-9	-4
CCOC(=O)C1=C(C2=CCCCC2)c2ccc(OC)cc2N(S(=O)(=O)C(F)(F)F)C1C(=O)OCC (stereo unspecified)	-1	-1.3	0	/	-10	-11	-5	-2	4
COc1ccc(-c2coc3c(C(=O)Nc4cccc(NS(C)(=O)=O)c4)cccc23)c(C)c1	6	/	3	/	/	6	-10	-1	-1
O=C(O)c1cccc(-n2cccc2/C=C2/SC(=O)N(CC(=O)N3CCCC3)C2=O)c1	-12	-0.1	0	3	2	-20	9	14	0
O=C(NC(Cc1c[nH]c2ccccc12)C(=O)O)c1ccc2c(c1)OCO2 (stereo unspecified)	7	-1.6	0	-1	0	7	-1	-5	-1
COc1ccc(NC(=O)CN2C(=O)NC3(CCCC3)C2=O)c(OC)c1	-3	-0.3	2	0	-2	-18	-3	2	0
CCN(CC)/C(=N\S(=O)(=O)c1ccccc1C)c1ccccc1	5	-0.8	0	4	-2	-7	3	5	-3
Cn1cc(C(=O)N/N=C/c2ccc([N+](=O)[O-])cc2)c2ccccc21	-4	-0.8	1	1	-5	5	1	-1	1
COc1cccc(N2C(=O)CC(N3CCc4ccccc4C3)C2=O)c1 (stereo unspecified)	-11	-0.3	1	6	-7	-13	8	1	4
CC(C)c1c(C(=O)N/N=C/c2cccc(OCc3ccc(F)cc3)c2)nnn1-c1nonc1N	13	8.8	0	3	-36	11	-5	1	-4
CC(Sc1nnnn1-c1ccc(O)cc1)C(=O)NNC(=O)c1ccc(F)cc1 (stereo unspecified)	13	5.0	1	1	-4	5	6	6	-1
COc1ccc(-n2ncc3c(N(C)C4CCCCC4)ncnc32)cc1	4	0.0	0	-1	-5	-10	-6	-1	2

Single entries from the list.
Result of `COc1ccc(-c2coc3c(C(=O)Nc4cccc(NS(C)(=O)=O)c4)cccc23)c(C)c1` in CHRM5 agonist: -1
Result of `CC(Sc1nnnn1-c1ccc(O)cc1)C(=O)NNC(=O)c1ccc(F)cc1` (stereo unspecified) in M5 PAM: 6

Following part.
SMILES	CHRM5 antagonist	CRFBP-R2 agonist	CHRM4 agonist	IDE inh	CRFR2-BP antag	CHRM4 antagonist	M5 PAM	M4 PAM	CHRM5 agonist
Cc1cc(NC(=O)OC2CCCCC2)ccc1[N+](=O)[O-]	7	2.6	4	3	-20	2	-3	-8	-4
CC(=O)Nc1ccc(S(=O)(=O)NNC(=O)c2sc(=S)n(C)c2C)cc1	3	1.2	0	3	-12	12	-3	-8	-3
CNC(=O)C[C@H]1C(=O)N(Cc2ccccc2)C[C@@H]1C	8	1.1	0	/	-8	6	0	-5	0
CC(OC(=O)/C=C/c1ccccc1)C(=O)Nc1cccc(C#N)c1 (stereo unspecified)	5	-1.1	4	2	-6	-12	-2	0	2
C=CCc1cccc(C2Nc3ccccc3C(=O)N2O)c1O (stereo unspecified)	3	4.4	2	3	9	8	-2	1	2
CN(C)c1cccc(C(=O)NN2C(=O)NC3(CCCCC3)C2=O)c1	14	-1.0	1	4	3	1	-7	0	-2
Cc1cc(C(=O)Nc2ccc(C#N)cc2)on1	8	0.0	2	/	2	-12	-3	2	0
O=C(Nc1ccc2c(c1)C(=O)N(CC1CCCO1)C2=O)c1ccccc1Br (stereo unspecified)	-3	-0.1	1	6	-17	1	0	7	0
Cc1n[nH]c(C)c1S(=O)(=O)N1CCCC(C(=O)O)C1 (stereo unspecified)	2	-0.6	0	3	0	11	-5	1	4
Cc1onc(-c2ccccc2Cl)c1C(=O)OCC(=O)N1CCC(C)CC1	1	0.0	2	2	-8	-5	2	-1	2
O=C(O)CSc1nnc(-c2ccc(S(=O)(=O)N3CCCC3)cc2)n1Cc1ccco1	4	1.1	0	-1	7	-10	1	4	1
O=C(Nc1cc(Cl)ccc1N1CCOCC1)c1cc2ccccc2o1	7	0.0	2	5	-23	-4	8	1	0

M5 PAM: what is marked active above
SMILES	CHRM5 antagonist	CRFBP-R2 agonist	CHRM4 agonist	IDE inh	CRFR2-BP antag	CHRM4 antagonist	M5 PAM	M4 PAM	CHRM5 agonist
Cc1cccc(C)c1NS(=O)(=O)c1ccc2c(c1)NC(=O)CO2	-23	0.2	1	-3	-3	-8	19*	14	0

Additional structures follow:
SMILES	CHRM5 antagonist	CRFBP-R2 agonist	CHRM4 agonist	IDE inh	CRFR2-BP antag	CHRM4 antagonist	M5 PAM	M4 PAM	CHRM5 agonist
CC1CC1C(=O)OCC(=O)NC(=O)NC12CC3CC(CC(C3)C1)C2 (stereo unspecified)	5	4.0	1	-7	-15	-1	0	-2	-5
CC1(C)CC(O)(CNCc2ccc3c(c2)OCO3)CCO1 (stereo unspecified)	9	0.4	1	-5	-5	-1	-2	-2	-6
O=C(COc1ccc(S(=O)(=O)Nc2ccccc2)cc1)NCc1ccccn1	-11	-1.5	2	/	17	-4	8	1	0
Cc1ccccc1/C=N\NC(=O)c1ccc(Cn2cccn2)o1	6	1.1	2	-4	7	4	-3	3	-1
Cc1ccc(S(=O)(=O)N2CCN(C(=O)C3CC(=O)N(c4ccc5c(c4)OCCO5)C3)CC2)cc1 (stereo unspecified)	1	1.1	4	4	0	9	-2	-5	3
O=c1[nH]cnc2cc(-c3ccc(Br)cc3)sc12	7	1.3	1	-1	-9	8	-2	6	-1
COc1ccc(Cc2c(-c3ccc(C)cc3)nc3c4ccccc4ccn23)c(C)c1	1	/	0	/	/	-6	-5	-1	1
COc1ccc(OCCC(=O)OCC(=O)NCCC2=CCCCC2)cc1	10	-7.3	0	2	13	1	-3	-5	1

High-throughput results (PubChem BioAssay)
